FECH inh – blocks human mitochondrial ferrochelatase activity; 3.3% of 20,000 active; purified FECH, Ni-mesoporphyrin absorbance 550 nm; calls only at 10 µM (by protocol); P22830;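 active means enzyme reaction rate more than 3 SD below the solvent-only control wells on the same plate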;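 further: lower slope than DMSO wells means FECH inhibition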
Target sequence (P22830 whole entry, looked up): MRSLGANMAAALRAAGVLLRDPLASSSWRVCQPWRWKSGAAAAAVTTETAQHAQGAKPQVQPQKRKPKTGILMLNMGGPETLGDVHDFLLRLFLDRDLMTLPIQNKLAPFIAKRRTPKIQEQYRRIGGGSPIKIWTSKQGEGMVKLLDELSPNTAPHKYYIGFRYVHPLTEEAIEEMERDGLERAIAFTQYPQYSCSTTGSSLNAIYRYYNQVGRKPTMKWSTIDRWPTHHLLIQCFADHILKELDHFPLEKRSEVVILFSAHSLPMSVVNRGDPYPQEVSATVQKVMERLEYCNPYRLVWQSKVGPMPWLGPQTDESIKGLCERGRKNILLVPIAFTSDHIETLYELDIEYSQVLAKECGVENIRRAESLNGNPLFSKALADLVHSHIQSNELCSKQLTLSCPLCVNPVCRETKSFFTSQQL
Calls only; i = inactive; + = active, no number. A portion of the library; the hit share may differ from the screen's.

SMILES | FECH inh
Cc1ccc(CNC(=O)C2(C)Cn3nc(C(=O)NCc4ccco4)cc3C(=O)N2C)cc1 (configuration not stated) | i
Cc1ccc(C)c(NC(=O)CN2CCN(Cc3ccc(F)cc3)S2(=O)=O)c1 | i
Cc1ccc(C(=O)N(Cc2nc3nc(C)cc(C)n3n2)c2ccc(F)cc2)cc1 | i
Cc1cc(Nc2ccccc2)nc(Nc2ccc(NC(=O)c3ccc(-c4ccccc4)cc3)cc2)n1 | i
Cc1ccsc1-c1nccn1CC(c1ccccn1)N1CCOCC1 (configuration not stated) | i
Cc1cc(C)c(Cn2cncn2)cc1CN1CCC(N)(C(=O)O)C1 (configuration not stated) | i
CCOC(=O)c1cc2ccsc2n1CC(=O)NC1CCCCC1 | i
Cc1ccc(NC(=O)Nc2nc(CC(=O)NCCc3ccc(S(N)(=O)=O)cc3)cs2)cc1 | i
NS(=O)(=O)c1ccc(NC(=O)CSc2nc3c(c(=O)[nH]2)CCCC3)cc1 | +
Cc1cccc2[nH]c(C3CCN(c4ccnc(C(=O)NC(C)C)c4)CC3)nc12 | i
CCCCN(c1nc2nc(C)cc(C)n2n1)S(=O)(=O)c1ccccc1 | i
O=C(NC1CCOCC1)[C@@]12CNC[C@@H]1CN(C1CCCC1)C2 | i
CC(C)Cc1cc(C(=O)NCc2csc(-c3cnccn3)n2)n(C)n1 | i
Cc1cccc(CC(=O)NC2CC(=O)N(c3ccccc3)C2)c1 (configuration not stated) | i
COc1ccc(N2C(=O)CCS2(=O)=O)cc1S(=O)(=O)NCc1ccccc1Cl | i
COc1ccc(NS(=O)(=O)c2cc(N3C(=O)CCS3(=O)=O)ccc2OC)c(OC)c1 | i
Cc1ccccc1-c1cc(O)c2c(c1)CN(Cc1nccs1)CCO2 | i
CC(C)c1nc(CN(C)C(C)C(=O)Nc2nccs2)cs1 (configuration not stated) | i
Cc1oc(-c2ccccc2)nc1CSc1nc(-c2ccncc2)cc(=O)[nH]1 | i
O=C(CNC(c1cccs1)C1CCCCC1)Nc1cnccn1 (configuration not stated) | i
CCOC(=O)c1cc2n(n1)CC(C)(C(=O)NCCC(C)C)N(Cc1cccc(F)c1)C2=O (configuration not stated) | i
O=S(=O)(NCCn1c(-c2ccc(F)cc2)nc2cccnc21)c1ccc(Br)s1 | i
Cc1ccc(Cl)c(NC(=O)NCCc2nc3cccnc3n2-c2ccccc2)c1 | i
CN1CCC2(CCN(C(=O)COCc3nc4ccccc4[nH]3)CC2)C1 | i
Cc1ccnc(CC(C)N(C)C(=O)Cc2ccc(F)cc2F)c1 (configuration not stated) | i

Next part
SMILES | FECH inh
O=C1[C@@H]2C[C@H](O)CCN2C(=O)CN1CCCNc1cccnc1 | i
CC(=O)Nc1c2n(c3ccccc13)CC(C)(C(=O)NC1CCCC1)N(C(C)c1ccccc1)C2=O (configuration not stated) | i
CCc1cc(Sc2ccc(NC(=O)c3ccc(C)cc3)cc2)n2ncnc2n1 | i
Cc1cc(F)cc(-c2c(-c3ccccc3)ncn2CC2CCS(=O)(=O)C2)c1 (configuration not stated) | i
COc1ccc2cc(C3CN(CCCn4cccn4)CCO3)ccc2c1 (configuration not stated) | i
CCCN(CC#Cc1ccccc1)C(=O)c1cccnc1 | i
CCOc1ccc(C(=O)N2CCc3c(c(C(=O)NCc4ccccc4)nn3C)C2)cc1 | i
CC(C)(NC(=O)c1cccs1)C(=O)NCC(O)c1ccccc1 (configuration not stated) | i
CC(NC(=O)CSc1nc2ccccc2c(=O)[nH]1)c1cnn(C)c1 (configuration not stated) | i
CCOc1ccc(N2C(=O)c3cc4ccsc4n3CC2(C)C(=O)NCCOC)cc1 (configuration not stated) | i
CCC(=O)Nc1ccccc1-c1nnc(SC(CC)C(=O)Nc2ccc(C(C)=O)cc2)[nH]c1=O (configuration not stated) | i
Cc1ccc(S(=O)(=O)NCCn2c(-c3ccccc3)nc3cccnc32)cc1C | i
COc1cccc(-c2nc(C(N)=O)c3c(n2)n(-c2ccc(C)c(C)c2)c(=O)n3C)c1 | i
Cc1cc(-c2nccn2CCc2ccncc2)oc1C | i
O=C(NCCO)c1cc2n(n1)CCN(Cc1ccc3ccccc3n1)C2 | i
COc1ccc(OC)c(-c2ccc3nc(C)ccc3c2)c1 | i
Cc1cc(C)c(S(=O)(=O)NCc2nc3cccnc3n2Cc2ccccc2)cc1C | i
COc1ccc(Nc2cc(C)nc(Nc3ccc(NC(C)=O)cc3)n2)cc1 | i
Cc1ccsc1S(=O)(=O)N1C[C@@H]2[C@@H]3CC[C@@H](C3)[C@@H]2C1 | i
Cc1cccc(C)c1NC(=O)C(Cc1ccccc1)N1Cc2ccccc2C1=O (configuration not stated) | i
O=S(=O)(NCCn1c(-c2ccccc2)nc2cccnc21)c1cccc(Cl)c1 | i
Cc1ccc2cc(-c3noc(CCC(=O)N4CCC(C)CC4)n3)c(=O)[nH]c2c1 | i
CCn1cnnc1CCNC(=O)CN1CCOc2ccccc2C1 | i
CC(C)C[C@@]1(CO)N[C@H](c2nccn2C)[C@@H]2CN(Cc3ccccc3)C[C@@H]21 | i
Cc1ccc(Cl)cc1NC(=O)N1CCC(n2cnc3cccnc32)CC1 | i

The list continues:
SMILES | FECH inh
Cc1cc(=O)oc2cc(C3CC(=O)Nc4[nH]ncc43)ccc12 (configuration not stated) | i
Cc1cc2cc(C(=O)NCc3noc(Cc4ccccc4)n3)ccc2o1 | i
COc1cccc(CNc2nc(-c3nnc(-c4ccc(C)cc4)o3)nc3ccccc23)c1 | i
COc1ccc(F)c(F)c1-c1nccn1CCCc1nn[nH]n1 | i
CC(C)C[C@@H](N)C(=O)N(C)Cc1nc(-c2ccccn2)no1 | i
CCC(C(=O)Nc1cc(C)nn1-c1ncnc2c1cnn2-c1ccc(C)cc1C)c1ccccc1 (configuration not stated) | i
COc1cccc(Cn2c(CNS(=O)(=O)c3ccc4c(c3)CCCC4)nc3cccnc32)c1 | i
O=S1(=O)C[C@@H]2NCCN(S(=O)(=O)NCc3ccccc3)[C@@H]2C1 | i
COc1c(C)cc(C(=O)N2CC(N3CCCCC3C)C2)cc1C (configuration not stated) | i
O=S(=O)(NCc1nc2cccnc2n1C1CC1)c1ccc(Cl)cc1 | i
CC(=O)c1ccc(NC(=O)N2CCC(n3cc(-c4ccsc4)nn3)CC2)cc1 | i
CCc1ccc(S(=O)(=O)N2CCN(c3nc(C)cc(Nc4ccc(C)cc4)n3)CC2)cc1 | i
COc1ccc(S(=O)(=O)N2CCN(Cc3nc4cccnc4n3-c3ccc(F)cc3)CC2)cc1 | i
c1ccc(-c2ncn(C3CCSC3)c2-c2cccn2-c2ncccn2)cc1 (configuration not stated) | i
COc1cccc(CNC(=O)CSCc2nc(-c3ccccc3)no2)c1 | i
CCN(CC)c1ccc(-n2ccnc2)cc1 | i
COc1ccccc1NC(=O)CCNC(=O)c1ccc2c(c1)CCO2 | i
COCCCNc1nc(Nc2ccc(F)cc2)c2cnn(-c3ccccc3)c2n1 | i
CCc1cc(Sc2ccc(NC(=O)Nc3ccc(Br)c(C)c3)cc2)n2ncnc2n1 | i
CC(C)c1cc(N2CCCCC2C)n2nc(-c3cccnc3)nc2n1 (configuration not stated) | i
O=C(NC1CC1)C1CCCN(C2CCN(C(=O)c3coc4ccccc34)CC2)C1 (configuration not stated) | i
CCc1[nH]c2c(CNC(=O)C(C)N3CCN(C)CC3)cc(C)cc2c1C (configuration not stated) | i
CCc1cc(Sc2ccc(NC(=O)c3cc(OC)cc(OC)c3)cc2)n2ncnc2n1 | i
Cc1nsc(NC(=O)N2CCC(C(O)CCc3ccccc3)CC2)n1 (configuration not stated) | i
Cc1cccc(NC(=O)Nc2c(C)nc3nc[nH]n3c2=O)c1 | i

Remaining list, next part.
SMILES | FECH inh
Cc1ccc(Cl)cc1N1CCN(S(=O)(=O)c2cc(C(=O)N3CCCC3)cs2)CC1 | i
O=C1CN(Cc2ccc(Br)cc2)S(=O)(=O)c2ccccc2N1Cc1ccccc1F | i
Cc1ccccc1-c1cc(O)c2c(c1)CN(C(=O)CC(F)(F)F)CCO2 | i
CCCc1ncncc1C(=O)NC1CC(=O)N(Cc2ccccc2Cl)C1 (configuration not stated) | i
COc1cc(OC)c(Nc2c(-c3ccc4c(c3)CCCC4)c(=O)c2=O)cc1Cl | i
COc1ccc(NC(=O)CN2CCCN(Cc3ccccc3)S2(=O)=O)c(OC)c1 | i
CC(=O)NCCc1cn(Cc2nc(-c3cc(F)cc(F)c3)oc2C)cn1 | i
CCOc1ccc(S(=O)(=O)Nc2ccc(Sc3c(CC)c(C)nc4ncnn34)cc2)cc1 | i
CSc1nc(-c2ccc(Cl)cc2)c(C#N)c(N2CCN(c3cccc(C)c3)CC2)n1 | i
CCc1cc(Sc2ccccc2NC(=O)c2ccccc2OC)n2nc(C)nc2n1 | i
Fc1cccc(Cl)c1-c1nccn1CCc1ccncc1 | i
Cc1nc(N)nc(C)c1CC(=O)Nc1cnc2n1CCCC2 | i
Cc1cc2cc(C(=O)NCCSc3nccn3C)ccc2o1 | i
Nc1ccnc(-c2cccc3cccnc23)c1 | i
Cc1ccc(NC(=O)C2CCCN(c3ncnc4c3nc3n4CCCCC3)C2)cc1Cl (configuration not stated) | i
Cc1cc(C(=O)N2C[C@H]3CC=CC[C@H]3C2)nc(C)n1 | i
CNc1nc(N2CC(c3ccncc3)C2)nc2c1CCC2 | i
Cc1cc(C)n2c(-c3n[nH]c(Cc4ccccc4)n3)nnc2n1 | i
CCC(CC)n1ncc(C)c1NC(=O)C(=O)c1ccco1 | i
CCC(=O)NCc1ccccc1-c1ccnc2c1ccn2C | i
Cc1ccn2c(=O)cc(CN3CCOC(CCCC(C)C)C3)nc2c1 (configuration not stated) | i
Cc1ccc(-n2c(=O)n(Cc3ccccc3)c3c(C(N)=O)nc(-c4ccco4)nc32)cc1C | i
CCCOCCn1cc(C2CC=CCC2)nn1 (configuration not stated) | i
CS(=O)(=O)N1CCc2cc(C(=O)Nc3ccc(S(N)(=O)=O)cc3)ccc21 | i
Cc1cc(Oc2ccccc2)nc(-n2cnc(SCCOc3ccccc3C)n2)n1 | i

The listing continues.
SMILES | FECH inh
Cc1ccc(C)c(OCCN(C)C(=O)c2cc3ncc(CCO)cn3n2)c1 | +
Cc1ccccc1N(C)C(=O)C1CCCN(c2ncnc3c2nc2n3CCCCC2)C1 (configuration not stated) | i
COc1ccccc1C(=O)NCC1=CCN(CC(N)=O)CC1 | i
CCOC(=O)Cc1ccc(NC(=O)Nc2ccc(Sc3cc(CC)nc4nc(C)nn34)cc2)cc1 | +
CCOC(=O)Cc1csc(NC(=O)C2CCCN(c3ncnc4c3nc3n4CCCCC3)C2)n1 (configuration not stated) | i
COc1cccc(NCc2cc(=O)n3[nH]c(NCc4ccc(F)cc4)nc3n2)c1 | i
CN(Cc1n[nH]c2c1CCCC2)c1nccc(N2CCCC(O)C2)n1 (configuration not stated) | i
CCN1CCCC(CNC(=O)c2cccc(S(C)(=O)=O)c2)C1 (configuration not stated) | i
O=C(c1nc(N2CCCC2)c2oc3ccccc3c2n1)N1CCCCCC1 | i
COc1cc(OC)c(NC(=O)N2CCC(n3c(C)nc4cccnc43)CC2)cc1Cl | i
COc1ccc(NC(=O)C2CCN(c3ccc(-c4cccc(C)c4)nn3)CC2)cc1OC | i
O=C(CN1CCCN(Cc2cccc(F)c2)S1(=O)=O)Nc1ccc(F)c(Cl)c1 | i
Cn1c(CN2CCC(N)(C(=O)O)C2)cc2ccccc21 (configuration not stated) | i
CCc1cccc(C)c1NC(=O)CN1CCCN(Cc2ccc(C)cc2)S1(=O)=O | i
COc1ccc(NC(=O)N2CCN(CCn3c(C)nc4cccnc43)CC2)cc1Cl | i
CCC(Nc1cccc(OC)c1)C(=O)N(C)Cc1ncc(C)[nH]1 (configuration not stated) | i
Cc1ccc(C)c(NC(=O)CCNC(=O)c2cc(-c3ccccc3)nn2C)c1 | i
CCCC(C(=O)Nc1cc(OC)cc(OC)c1)N1Cc2ccccc2C1=O (configuration not stated) | i
O=S(=O)(NCCn1c(-c2ccccc2)nc2cccnc21)c1ccc(Cl)cc1 | i
CC(NC(=O)CCNC(=O)c1ccc(F)cc1)c1cnn(-c2ccccc2)c1 (configuration not stated) | i
CC(C)c1nccc(CN2CCC(c3ccnc(-c4ccncc4)c3)C2)n1 (configuration not stated) | i
COc1ccc(N2C(=O)CCS2(=O)=O)cc1S(=O)(=O)N1CCN(C(C)=O)CC1 | i
Cc1ccc(C(=O)NCCc2n[nH]c3c2CCCC3)cc1NC(=O)C1CC1 | i

Screens deposited in PubChem by School of Medicine, Indiana University.
